# 14-3-3 Bad inh: disrupts binding of bovine 14-3-3 zeta to phospho-Bad peptide. P63103. TR-FRET 14-3-3zeta/Dy647-pBad peptide displacement, 1 h. inhibition, % at 21.7 µM. actives 0.71% (n = 220,000). AID 781;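 active means inhibition above about 70%, limit read from the data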;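 further: 0% = full 14-3-3 plus peptide FRET controls and 100% = background without 14-3-3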
# Target sequence (P63103 whole entry, looked up): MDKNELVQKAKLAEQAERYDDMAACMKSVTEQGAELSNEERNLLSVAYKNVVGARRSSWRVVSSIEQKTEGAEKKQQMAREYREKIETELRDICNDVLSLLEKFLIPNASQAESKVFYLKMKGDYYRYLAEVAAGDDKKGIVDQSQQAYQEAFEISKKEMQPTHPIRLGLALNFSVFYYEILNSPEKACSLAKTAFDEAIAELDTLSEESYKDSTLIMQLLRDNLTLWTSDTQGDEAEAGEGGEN
# PGE2 EP2 inh: blocks the human prostaglandin E2 receptor EP2; P43116; actives 0.52% (n = 260,000); C6 glioma cells expressing human EP2, cAMP TR-FRET; cells stimulated with saturating PGE2; inhibition, % at 25 µM;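 active means percent inhibition above 40 after rounding to a whole number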;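 further: rat C6 glioma host cells with rolipram phosphodiesterase inhibitor present; the protocol text gives 20 µM as final concentration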
# Target sequence (P43116 whole entry, looked up): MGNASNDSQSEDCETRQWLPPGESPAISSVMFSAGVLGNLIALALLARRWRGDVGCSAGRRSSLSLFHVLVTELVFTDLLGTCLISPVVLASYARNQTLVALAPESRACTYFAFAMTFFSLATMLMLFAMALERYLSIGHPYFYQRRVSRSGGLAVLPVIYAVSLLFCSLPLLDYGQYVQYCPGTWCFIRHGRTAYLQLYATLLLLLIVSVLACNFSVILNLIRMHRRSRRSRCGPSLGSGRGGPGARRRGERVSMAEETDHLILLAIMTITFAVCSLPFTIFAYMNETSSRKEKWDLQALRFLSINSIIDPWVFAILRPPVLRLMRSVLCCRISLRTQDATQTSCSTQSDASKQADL
# m-calpain inh: calpain II (pig) inhibition; purified calpain II, fluorogenic peptide substrate, 30 min; inhibition, % at 16 µM; actives 0.37% (n = 220,000); AID 1236;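 active means inhibition above about 50%, limit read from the data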
# zVAD death inh: blocks zVAD induced death of L929 cells. viability rescue, % at 10 µM. AID 1377. actives 0.38% (n = 220,000). L929 zVAD necroptosis rescue, ATP luminescence, 24 h; with zVAD 60 µM;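 active means activation, scaled between plate controls, above about 75%, limit read from the data; inactive means activation under that limit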;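 further: 0% = zVAD with DMSO and 100% = DMSO alone without zVAD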
# Hck-Nef inh: inhibitors of human Hck kinase activated by Nef; inhibition, % at 20 µM; P08631; Recombinant Hck-YEEI plus Nef, Z-Lyte FRET kinase assay; actives 0.68% (n = 220,000);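 active means Hck-Nef kinase inhibition above about 50%, limit read from the data; inactive means inhibition below that limit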;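 further: 0% = DMSO with Hck plus Nef and 100% = Hck alone without Nef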
# Rad51 HR inh: blocks human Rad51 in homologous recombination. Q06609. inhibition, % at 10 µM. actives 0.085% (n = 200,000). hRad51 DNA strand exchange, fluorescence dequenching. AID 1385;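 active means inhibition above 40% at the single screening dose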;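 further: 0% = DMSO control wells and 100% = blanks with heterologous ssDNA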
# Target sequence (Q06609 whole entry, looked up): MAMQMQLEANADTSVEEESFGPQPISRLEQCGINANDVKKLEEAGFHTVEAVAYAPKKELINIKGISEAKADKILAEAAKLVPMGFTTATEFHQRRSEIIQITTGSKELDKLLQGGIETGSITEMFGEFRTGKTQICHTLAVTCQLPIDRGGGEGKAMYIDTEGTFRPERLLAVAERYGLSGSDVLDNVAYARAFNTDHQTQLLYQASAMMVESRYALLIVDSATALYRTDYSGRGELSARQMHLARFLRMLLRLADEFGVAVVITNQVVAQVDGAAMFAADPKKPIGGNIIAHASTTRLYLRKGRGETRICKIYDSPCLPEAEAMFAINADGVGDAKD
#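 Test system – preformed human Rad51 ssDNA filaments · Reagent – Donor/quencher-labelled 47-bp dsDNA substrate · Incubation – 37 °C 15-min filament assembly, 30-min compound preincubation, 15-min exchange · Signal – FRET fluorescence dequenching, excitation 485 nm, emission 520 nm · Read-out – percent inhibition from fluorescence, normalised to plate control and blank means · Benchmarks – plate control and blank wells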
# Tb hexokinase: blocks Trypanosoma brucei hexokinase 1 activity. actives 0.11% (n = 220,000). recombinant TbHK1, G6PDH-coupled NADH A340. AID 1430. inhibition, % at 10 µM;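 active means inhibition of 50% or more in the single-dose primary screen; inactive means inhibition below 50%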
# eIF4E 4G PPI: inhibitors of eIF4E and eIF4G interaction in translation initiation | P63073+Q04637 | TR-FRET eIF4E-eIF4GI(517-606) binding, 2 h | AID 782 | inhibition, % at 21.7 µM | actives 0.37% (n = 220,000);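 active means inhibition above about 30%, limit read from the data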;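 further: 0% = full FRET control wells and 100% = background wells lacking eIF4GI fragment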
# EP2 mod: modulators of human EP2 prostaglandin E2 receptor; induction, % at 25 µM; P43116; EP2-expressing cells, cAMP HTRF FRET, PGE2 co-stimulation; actives 0.83% (n = 260,000);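 active means compounds whose cAMP rise, as percent of the full-agonist control response, exceeds 60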;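 further: rat C6 glioma line stably carrying human EP2 under a CMV promoter; the protocol text gives 20 µM as final concentration; 100% = response of wells given 1 µM PGE2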
# * hit, by the source's call; · = no result given; & = joins results of further samples; [ ] = dose if it differs, or a comment. An excerpt, so the mix of outcomes need not match the whole.
SMILES,14-3-3 Bad inh,PGE2 EP2 inh,m-calpain inh,zVAD death inh,Hck-Nef inh,Rad51 HR inh,Tb hexokinase,eIF4E 4G PPI,EP2 mod
Cc1nn(-c2ccccc2)c(Cl)c1/C=N/NC(=O)c1ccccc1F,-4,9,22,2.5,23,-2,-8,5,-47
CC(=O)NCCOc1ccc(C(=O)O)cc1,0,12,-15,3.1,0,0,-1,11,16
COc1ccc(NC(=S)N(CCN2CCCCC2)Cc2ccco2)cc1,-14,6,-15,-0.4,21,-17,5,8,3
CC(=O)c1c(C)[nH]c(C(=O)COC(=O)c2cccc(S(=O)(=O)N(C)c3ccccc3)c2)c1C,-19[fluorescence artefact?],9,19,1.5,-1,10,-3,-2,-60
C/C(CCc1ccccc1)=N\NC(=O)CCc1ccccc1,1[fluorescence artefact?],4,27,-0.2,2,14,-1,13,6
c1ccc(-c2n[nH]c3ccccc23)cc1,0,5,5,39,3,-1,4,-1,19
c1cnc(N2CCN(Cc3ccc4c(c3)OCO4)CC2)nc1,14&2,15&10&16,6&14,1.1,2,-6&-8,0,8&4,4&5
CCOc1nc2ccccc2cc1C=O,1,2,-3,0.4,16,5,0,6,56
Cc1ccc2[nH]cc(CCCN3C(=O)c4ccccc4C3=O)c2c1,2[fluorescence artefact?],5,24,1.2,3,8,-5,0,15
Cc1c(Cl)cccc1NCC(=O)NN=C1CCCC1,-2,2,-5,0.4,-11,13,-2,3,-21
CCNCc1cc(Br)c(OCC(=O)Nc2ccccc2)c(OC)c1,-11,5,9,-0.5,-3,-8,6,0,-32
COCCCn1c(=O)/c(=C\c2ccccc2OC(F)F)s/c1=C(/C#N)C(N)=O,-14,5,-52,1.6,24,15,2,-1,-19
CC(=O)C1=C(C)NC(=O)CC1c1ccc(Br)cc1 (stereo not drawn),-20,2,15,2.0,19,3,0,1,21
CCN(CC)S(=O)(=O)c1ccc(C(=O)Nc2cc(C)cc(C)c2)cc1,10[fluorescence artefact?],6,8,0.5,0,3,-1,4,-61
Cc1cc(N2CCN(c3ccccn3)CC2)n2cc(-c3ccccc3)nc2n1,-13,5,-102,0.9,1,-4,-11,-11,0
Cc1cc(C(F)(F)F)n2nc(-c3sccc3-n3cccc3)cc2n1,14,·,-15,-0.1,2,·,1,-3,33
O=C(Nc1nc(-c2ccccc2)cs1)c1ccc(=O)[nH]c1,-7,-2,16,1.1,10,-3,-8,1,-40
O=C(O)c1cccc(NC(=O)c2cccc(S(=O)(=O)N3CCCCC3)c2)c1,-3,2,-15,0.0,3,-3,8,-4,7
N#C/C(=C/c1ccc(N2CCCCC2)o1)C(=O)NCCc1c[nH]c2ccccc12,-3[fluorescence artefact?],-1,-15,1.4,1,·,-6,5[fluorescence artefact?],-89
OCCN1CCN(CCOc2cccc(Cl)c2)CC1,69[fluorescence artefact?],9,3,-0.3,0,-9,1,-10[fluorescence artefact?],-15

# Next section, starting with the last 4 of the part before.
SMILES,14-3-3 Bad inh,PGE2 EP2 inh,m-calpain inh,zVAD death inh,Hck-Nef inh,Rad51 HR inh,Tb hexokinase,eIF4E 4G PPI,EP2 mod
O=C(Nc1nc(-c2ccccc2)cs1)c1ccc(=O)[nH]c1,-7,-2,16,1.1,10,-3,-8,1,-40
O=C(O)c1cccc(NC(=O)c2cccc(S(=O)(=O)N3CCCCC3)c2)c1,-3,2,-15,0.0,3,-3,8,-4,7
N#C/C(=C/c1ccc(N2CCCCC2)o1)C(=O)NCCc1c[nH]c2ccccc12,-3[fluorescence artefact?],-1,-15,1.4,1,·,-6,5[fluorescence artefact?],-89
OCCN1CCN(CCOc2cccc(Cl)c2)CC1,69[fluorescence artefact?],9,3,-0.3,0,-9,1,-10[fluorescence artefact?],-15
COc1ccc(NC(=O)c2ccc3nc[nH]c3c2)c(OC)c1,-7,6,-33,5.9,-25,3,3,3,-16
Cc1cccc(-n2cc(-c3ccccc3)c3c(=O)[nH]cnc32)c1,-7,5,25,2.1,3,2,5,6,-10
COc1cc(SC)ccc1C(=O)Nc1ccc2c(c1)OCCO2,5,10,11,26,-1,8,-12,-5,18
O=C(COC(=O)c1cccc2c1C(=O)c1ccccc1C2=O)NC1CCCCC1,-2,5,36,0.5,2,-5,-7,-2,5
OCCOCCN1CCN(C2=Nc3ccccc3Sc3ccccc32)CC1,6,15&10,20,·,·,-10,·,2,6
CN1CCN(NC(=O)c2cc(Br)ccc2Cl)CC1,-5,4,-18,0.9,-4,-11,-5,1,5
O=C(CN1C(=O)/C(=C/c2ccccc2)SC1=S)Nc1cccnc1,-6,11,-17,0.1,21,-1,-3,0,-74
COc1ccc2c(c1)SC(C)CC2=O (stereo not drawn),2,7,-50,0.0,2,-10,-14,-5,6
Cc1cc(C)nc(SCC(=O)Nn2cnnc2)n1,-12,·,-25,-1.2,-6,·,0,1[fluorescence artefact?],-2
COc1ccc(C2C(C(=O)NCc3cccnc3)c3ccccc3C(=O)N2C)cc1OC (stereo not drawn),12,6,9,2.0,-1,0,17,1,2

# An excerpt from above in order of length of the SMILES, lowest first:
SMILES,14-3-3 Bad inh,PGE2 EP2 inh,m-calpain inh,zVAD death inh,Hck-Nef inh,Rad51 HR inh,Tb hexokinase,eIF4E 4G PPI,EP2 mod
CN1CCN(NC(=O)c2cc(Br)ccc2Cl)CC1,-5,4,-18,0.9,-4,-11,-5,1,5
COc1cc(SC)ccc1C(=O)Nc1ccc2c(c1)OCCO2,5,10,11,26,-1,8,-12,-5,18
COc1ccc(C2C(C(=O)NCc3cccnc3)c3ccccc3C(=O)N2C)cc1OC (stereo not drawn),12,6,9,2.0,-1,0,17,1,2

# The results go on:
SMILES,14-3-3 Bad inh,PGE2 EP2 inh,m-calpain inh,zVAD death inh,Hck-Nef inh,Rad51 HR inh,Tb hexokinase,eIF4E 4G PPI,EP2 mod
CC(CN1CCOCC1)OC(=O)C(c1ccccc1)c1ccccc1 (stereo not drawn),25[fluorescence artefact?],7,-9,0.5,5,2,-2,6,21
O=C(/C=C/c1ccc(Cl)cc1)N1CCN(c2ncccn2)CC1,-2,6,-17,-0.9,11,3,-9,-1[fluorescence artefact?],4
NS(=O)(=O)c1ccc(NC(=O)/C=C/c2ccc3c(c2)OCO3)cc1,-7,5,-109,30,13,-25,-7,4,-42
CCCc1cc(=O)[nH]c(SCc2cc(Cl)ccc2OC(F)F)n1,-5,3,8,-0.1,0,-5,12,-8,45
O=C(OC1CCOC1=O)c1cc(-c2ccc(Br)cc2)nc2ccccc12 (stereo not drawn),-1,8,-56,0.2,-1,·,-10,-1,-17
O=[N+]([O-])c1ccccc1/C=C/C=N/n1c(-c2cc(-c3ccccc3)n[nH]2)n[nH]c1=S,49,12,13,0.9,49,-3,30,10,8
Cc1cc2cc(CNC(=S)NC3CCCCC3)ccc2n1C,-14,4,-1,-0.3,16,-6,0,-1,-41
O=C(Cc1cccs1)Nc1cccc(-c2nc3ccccc3[nH]2)c1,-2,13,7,2.8,7,-4,15,0[fluorescence artefact?],-90
CC(C)c1ccc2[nH]c(O)c(N=NC(=O)c3ccc(CSc4nncn4C)cc3)c2c1,37[fluorescence artefact?],8,-30,73,4,3,-15,-5,-5
Cc1ccccc1-c1noc(CCC(=O)NCC2CCCO2)n1 (stereo not drawn),5[fluorescence artefact?],10,-5,0.1,0,4,-2,-4,9
CC(C)N1CCC(N2CCN(CC#Cc3ccccc3)CC2CCO)CC1 (stereo not drawn),-2,5,-7,-0.8,-18,·,-1,-4,1
CCOC(=O)c1sc2ccc(S(=O)(=O)N3CCOCC3)cc2c1N,-22,7,-60,-0.2,2,2,-7,3,-27
CC(C)Oc1cc(NC(=O)CS(=O)CC(=O)Nc2cccc(C(F)(F)F)c2)c(Cl)cc1Cl (stereo not drawn),3,7,32,0.0,0,-6,8,-2,44
COc1cc2cc(C)c(SCC(=O)N3CCOCC3)nc2cc1OC,-4[fluorescence artefact?],12&7,-45,1.0,1,-1,-41,-3[fluorescence artefact?],21&-16
Nc1nc(SCc2ccc3c(c2)OCCO3)n[nH]1,2,20,3,1.3,7,-1,-2,13[fluorescence artefact?],-14
COc1ccccc1CCNC(=O)C(=O)NCC1OCCN1S(=O)(=O)c1ccc(Br)cc1 (stereo not drawn),-6,10,-5,1.6,2,2,-1,2,4
O=C(NCc1ccccc1)c1cccc(NS(=O)(=O)c2cccc3cccnc23)c1,-3[fluorescence artefact?],5,22,0.6,1,1,38,-1,3
O=C(CSc1ncnc2ccccc12)NCCc1ccccc1,2,11,0,1.0,12,-11,-3,1,-45
CCCN1C(=O)C2(/C(=C(\O)c3ccc4c(c3)OCCO4)C(=O)C(=O)N2CCCOC)c2ccccc21 (stereo not drawn),35,4,8,0.0,0,-4,-27,7,23
Cc1cccc(N2CC(C(=O)O)CC2=O)c1C (stereo not drawn),5,5,12,1.3,5,-20,-6,1,-6
CCn1c(C(C)NC(=O)c2cccc(C)c2)n[nH]c1=S (stereo not drawn),-8,2,-119,2.3,15,9,-3,2,26
O=C(c1ccco1)N1CCN(C(c2ccccc2)c2nnnn2Cc2cccs2)CC1 (stereo not drawn),55,11&12,-24,-0.5,0,-2,5,1,-17&-33
CCCCNC(=O)c1cc(-c2ccc(OC)cc2)on1,-10,6,-25,-0.8,-1,0,-4,-1,-13
O=C(CCl)N(Cc1ccccc1)c1ccccc1,-13,8,-23,-1.7,23,1,-3,1,44
CC(=O)c1ccc(N2CCC(c3cc(-c4ccc(Cl)cc4Cl)n[nH]3)CC2)c([N+](=O)[O-])c1,6,14,-19,0.7,0,-3,-10,2,-35
CCOP(=O)(OCC)/C(C#N)=C/c1ccc([N+](=O)[O-])cc1,-1,14,2,0.1,19,7,-14,2,-23
CCc1nnc(NC(=O)CCC(=O)N2CCN(CCOc3ccc(C)cc3)CC2)s1,-1,17,19,-0.6,0,0,-9,-6,-3
Cn1cnnc1SCC(=O)Nc1sccc1C#N,-5,·,-13,1.4,-8,-4,-1,-2,35
COc1ccc(CSc2nc3ccccc3c(=O)n2CCCN2CCOCC2)cc1F,2,3,-23,-1.0,-1,6,-3,3,33
O=C(CCCCn1c(=O)[nH]c2ccccc2c1=O)N1CCN(c2ncccn2)CC1,6,9,-10,·,-1,·,-4,3,19
COC(=O)C1=C2SCC(=O)N2C(N)=C(C#N)C1,-4,7,-14,0.6,-9,-16,-25,-1,4
CC(=O)c1c(C)[nH]c(C(=O)Nc2nc(-c3ccc(-c4ccccc4)cc3)cs2)c1C,-6,15,-65,0.3,-3,-3,-13,-3,-51
Cc1c(NC(=O)COc2ncnc3c(Cl)cc(Cl)cc23)c(=O)n(-c2ccccc2)n1C,19[fluorescence artefact?],8,21,-1.0,-1,1,1,-1[fluorescence artefact?],3
COc1cc2c(cc1OC)CN(C1CC(=O)N(c3c(C)cccc3C)C1=O)CC2 (stereo not drawn),0,8,-55,2.4,-9,0,-3,0,2
CC1=C(C(=O)OCc2ccccc2)C(c2ccccn2)c2c(n(C)c(=O)n(C)c2=O)N1 (stereo not drawn),-6,-2,-37,-0.4,1,1,-12,1,-8
CCOC(=O)/C(C#N)=C/Nc1ccccc1OC(F)(F)F,-1,5,-11,-0.6,-4,-8,-20,-2,28
Cc1nc2sc(-c3ccccc3)cc2c(=O)n1-n1cccc1,14,9,27,0.0,1,1,-3,3,-10
CCOC(=O)c1ccccc1NC(=O)CN(c1ccccc1)S(=O)(=O)N(C)C,-3,4,-26,-1.4,13,-6,5,6,24
Cc1sc(NC(=O)Cc2ccc3c(c2)OCO3)nc1-c1ccc2c(c1)CCN2C(=O)c1cccc(F)c1,-11,5,-66,1.9,-1,·,-12,3[fluorescence artefact?],72*
CC(C)(C)c1ccc(NC(=O)CC2(C(F)(F)F)OCCO2)cc1,-4,9,11,-0.1,1,-10,6,-2,-3
CCc1ccc(S(=O)(=O)NCCc2cn3ccc(C)cc3n2)s1,-3,1,5,1.7,25,-33,-1,2,-29
